From PubChem BioAssay
MITF act: increases MITF-driven TRPM1 promoter luciferase signal. SK-MEL-5 TRPM1-promoter luciferase, 24 h; % of positive control, neutral wells = 0. hit rate 0.75% among 300,000. AID 588334. activation, % at 12.5 µM;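 active = mean activation of at least 80% with every replicate also reaching 80%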;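 note: 0% = neutral control wells and 100% = parthenolide positive control wells; values of inactives mirror those of a sister screen read the other way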
Wnt bcat act: activators of Wnt/beta-catenin signaling; activation, % at 9.35 µM; hit rate 1.2% among 300,000; Wnt/beta-catenin reporter cell assay, activator, plate reader; AID 743398; in the data active = activation above about 30%, passing the limit was not always enough;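 note: 0% = neutral control wells and 100% = positive control wells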
SR-BI DiI inh: blocks mouse SR-BI lipid uptake from DiI-HDL; hit rate 0.96% among 320,000; AID 488896; inhibition, % at 12.5 µM; ldlA[mSR-BI] CHO cells, DiI-HDL uptake fluorescence, 3 h; Q61009;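 active = mean replicate inhibition of at least 70% and a set share of replicates each scoring 70 or more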;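 note: 0% = median of neutral control wells and 100% = median of positive control wells; values of inactives mirror those of a sister screen read the other way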
Target sequence (Q61009 whole entry, looked up): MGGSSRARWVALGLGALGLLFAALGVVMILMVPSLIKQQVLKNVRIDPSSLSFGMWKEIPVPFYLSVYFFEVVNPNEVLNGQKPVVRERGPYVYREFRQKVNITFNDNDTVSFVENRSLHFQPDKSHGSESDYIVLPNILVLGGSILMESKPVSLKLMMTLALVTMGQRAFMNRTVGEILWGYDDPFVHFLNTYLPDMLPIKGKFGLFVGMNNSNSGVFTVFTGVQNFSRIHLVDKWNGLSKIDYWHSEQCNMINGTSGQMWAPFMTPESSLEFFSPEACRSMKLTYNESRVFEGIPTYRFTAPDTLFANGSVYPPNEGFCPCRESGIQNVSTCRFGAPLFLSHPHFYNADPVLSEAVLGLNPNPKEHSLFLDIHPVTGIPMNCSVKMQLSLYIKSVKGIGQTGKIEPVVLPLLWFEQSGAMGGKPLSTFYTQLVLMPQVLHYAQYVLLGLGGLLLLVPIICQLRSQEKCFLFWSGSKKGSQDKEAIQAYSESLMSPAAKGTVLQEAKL
E coli growth: reduces bacterial viability in AddAB counter-screen | AID 449728 | inhibition, % at 11.9 µM | E. coli V3065 growth, OD600 absorbance, 18 h | hit rate 0.27% among 330,000;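 active = inhibition above the campaign's mean inhibition across all tested compounds plus 3 SD, cut at about 9.9% in these data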;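 note: uninfected addAB+ strain grown without phage in ampicillin broth; 0% = DMSO wells and 100% = ciprofloxacin 0.95 µg/ml wells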
phage Ecoli inh: E. coli growth loss with phage present | growth absorbance | inhibition, % at 11.9 µM | hit rate 0.26% among 360,000; in the data active = inhibition above about 11%
CAL PDZ FP-1: inhibitors of human CAL PDZ peptide binding | Q9HD26 | purified CAL PDZ, TMR-peptide fluorescence polarization, 1 h | inhibition, % at 24.9 µM | hit rate 0.92% among 300,000 | AID 602252;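 active = mean inhibition of at least 30% with at least half of replicates also reaching 30%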;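 note: 0% = DMSO neutral control and 100% = excess unlabeled competitor peptide PRC23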
CAL PDZ FP-2: inhibitors of human CAL PDZ peptide binding | purified CAL PDZ, TMR-peptide fluorescence polarization, 1 h | inhibition, % at 20 µM | AID 504414 | hit rate 0.02% among 330,000;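 active = highest replicate inhibition of at least 40%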;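 note: plate controls were DMSO neutral control wells for no effect and unlabeled competitor peptide control wells for full effect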
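Control set: unlabelled peptide and DMSO controls / Material: purified CerCALP PDZ construct / Timing: 1 h incubation at room temperature before polarization reading / Doses: 20 µM, one dose / Detection: fluorescence polarization (mP)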
AddAB inh: less growth of phage-infected E. coli with AddAB. E. coli expressing H. pylori AddAB, absorbance growth. hit rate 0.29% among 330,000. inhibition, % at 11.9 µM; in the data active = inhibition above about 12%;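 note: 0% = vehicle wells of infected cells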
Tat transport: blocks Tat-dependent protein export in E. coli | inhibition, % at 10 µM | hit rate 0.036% among 340,000 | E. coli MC4100 TorA-mCherry Tat export, fluorescence;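 active = mean replicate inhibition at least 50% and at least half of replicates individually reaching 50%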;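 note: exported cargo escapes ClpAP degradation while cytoplasmic cargo is degraded and loses fluorescence; 0% = median of neutral control wells and 100% = median of NaSCN control wells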
SR-BI uptake up: enhances SR-BI lipid uptake from DiI-HDL | CHO ldlA[mSR-BI] cells, DiI-HDL uptake fluorescence, 3 h; 100 = double the neutral-control signal | activation, % at 12.5 µM | hit rate 0.096% among 320,000;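 active = mean replicate activation of at least 60% and every replicate at or above 60%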;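 note: 0% = median plate neutral-control signal and 100% = twice that signal; values of inactives mirror those of a sister screen read the other way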
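Test system: SR-BI-overexpressing, LDLR-lacking CHO cells; Also added: labelled HDL, 10 µg/mL; Measured by: bottom-read cell fluorescence after medium removal, ex 550/em 595 nm; Timing: 3 h uptake period with compound, 37 °C; Buffer or medium: F12, 0.5% BSA, 25 mM HEPES; Doses: single compound concentration, delivered by pin transfer.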
An asterisk follows results filed as active; / = no result given; & = joins results of further samples. Hits appear at their usual frequency. About 3.6% of those tested had a hit in this group.

A first look (4 entries):
SMILES	MITF act	Wnt bcat act	SR-BI DiI inh	E coli growth	phage Ecoli inh	CAL PDZ FP-1	CAL PDZ FP-2	AddAB inh	Tat transport	SR-BI uptake up
Cc1ccc(SCC2(O)CCN(C(=O)c3ccc(Cl)cc3)CC2)cc1	9	/	-26	1.2	2.9	-7	0.8	4.3	10	26
CCC(C)(C)NC(=O)Cc1ccc(F)cc1	4	0	-3	0.5	2.9	4	0.6	2.1	-5	3
COc1cccc(C(=O)C(=O)c2cccc(OC)c2OC)c1OC	-15	0	-48	/	2.4	11	-0.2	/	-5	48
CCc1noc(C)c1C(=O)N1CCCSC1=Nc1ccccc1Cl	-3	-3	-28	-2.7	1.2	1	-1.5	0.3	2	28

All compounds of this part, from the start:
SMILES	MITF act	Wnt bcat act	SR-BI DiI inh	E coli growth	phage Ecoli inh	CAL PDZ FP-1	CAL PDZ FP-2	AddAB inh	Tat transport	SR-BI uptake up
Cc1ccc(SCC2(O)CCN(C(=O)c3ccc(Cl)cc3)CC2)cc1	9	/	-26	1.2	2.9	-7	0.8	4.3	10	26
CCC(C)(C)NC(=O)Cc1ccc(F)cc1	4	0	-3	0.5	2.9	4	0.6	2.1	-5	3
COc1cccc(C(=O)C(=O)c2cccc(OC)c2OC)c1OC	-15	0	-48	/	2.4	11	-0.2	/	-5	48
CCc1noc(C)c1C(=O)N1CCCSC1=Nc1ccccc1Cl	-3	-3	-28	-2.7	1.2	1	-1.5	0.3	2	28
CCCc1nc2ccccc2c(=O)n1CC(=O)c1ccc(OC)cc1	-1	0	-13	1.3	1.5	-1	-2.0	-0.1	1	13
Cc1ccc(NC(=O)N(CCCN2CCOCC2)Cc2cccnc2)cc1C	15	0	-33	0.2	4.5	/	1.1	1.9	2	33
CCCCN(CCCC)C(=O)CSc1nnc(-c2cc(OC)c(OC)c(OC)c2)o1	10	/	7	1.7	1.6	/	-0.2	0.3	11	-7
CC1(C)CC(NC(=O)Nc2ccc([N+](=O)[O-])cc2)CC(C)(C)N1	9	-2	-11	-1.5	0.1	-4	-0.6	-0.2	-4	11
O=C(CCNC(=O)c1ccccc1Cl)NCC1COc2ccccc2O1 (centres undefined)	0	1	-10	/	1.9	5	-2.6	/	-5	10
CCOC(=O)c1cc(-c2ccc(C)cc2)n(CCC(=O)NCCN(C)C)c1C	2	/	9	-1.3	1.6	0	-1.8	2.6	1	-9
CC1(C)Oc2ccc3ccc(=O)oc3c2/C(=C/Nc2cccc(O)c2)C1=O	10	0	2	-1.3	5.4	-1	-0.6	2.3	3	-2
Cc1n[nH]c(C)c1CNCc1c(C(=O)N2CCCCCCC2)nc2ccc(Cl)cn12	5	-3	/	2.3	1.8	-3	-3.4	0.9	2	/
COC(=O)C1CCN(C(=O)COC(=O)CNS(=O)(=O)c2ccc(SC)c([N+](=O)[O-])c2)CC1	11	-4	-39	0.6	1.3	0	-0.3	2.2	-2	39
CCn1nc(NS(=O)(=O)c2ccccc2)c2cc3ccc(C)cc3nc21	7	0	16	-1.7	0.5	-1	-3.1	0.4	28	-16
CCCCN1CC(=O)N2[C@H]3c4ccc(OC)cc4OC[C@@H]3[C@H](c3ccccc3)[C@]2(C)C1=O	-2	2	9	-1.7	-1.6	-3	-0.4	-1.2	9	-8
Cn1c(Cl)c(C(=O)Nc2ccccc2)c2ccccc21	-6	/	57	1.6	1.3	-3	-1.3	-0.2	13	-57
C=C1N(CCCCCC(=O)O)C(=O)OC12CCCCC2	5	1	-14	2.3	2.7	-4	-2.9	1.6	7	14
Cc1cc(NC(=O)CCC(=O)N(c2ccc(F)cc2)C(C(=O)NC2CCCC2)c2ccncc2)no1 (centres undefined)	-1	/	-23	-0.3	2.9	1	-2.4	1.8	3	23
Oc1oc(-c2ccccc2Br)nc1C=Nc1ccc(Br)cn1	26	2	0	-0.4	2.7	-1	-2.8	-1.9	-11	0
CC[C@@H]1C(c2ccccc2)=NN(c2ccc(Br)cc2)[C@H]1C(=O)N1CCOC1=O	0	-2	-8	0.0	2.1	8	1.2	1.7	7	8
CC(CC(=O)NCc1ccco1)S(=O)(=O)c1ccc2c(c1)CCN2C(=O)C1CC1 (centres undefined)	-3	1	3	-2.0	-0.3	1	-1.0	0.1	-4	-3
CCOC(=O)c1c(/N=C/C2=C(O)CC(C)(C)CC2=O)sc(C(C)=O)c1C	2	-1	-18	-0.2	-1.4	-11	-1.1	0.9	-1	18
COc1ccc(C(=O)Nc2cc(C)c(NC(=O)c3ccccc3OC)cn2)cc1	58	11	64	-2.3	0.4	-3	-3.4	0.2	-5	-64
COc1cnc(-c2ccccc2)nc1Sc1ccccc1	8	-1	29	1.0	0.6	/	-0.2	-2.5	-9	-29
O=c1[nH]c(=S)[nH]c2c1CN(Cc1ccc(F)cc1)CC2	-10	0	-20	-1.9	0.9	-4	-2.0	2.0	-4	20
Cc1ccc(NC(=S)NCC2CCCO2)cc1 (centres undefined)	34	/	1	-2.5	1.6	/	-1.5	-0.3	-7	-1
COc1cc(C(=O)N2CCC(NC(=O)C(Cc3ccc(C(C)C)cc3)NC(C)=O)CC2)cc(OC)c1OC (centres undefined)	-11	/	4	-2.2	0.5	-4	-1.2	2.3	6	-4
N#Cc1cc2c(=O)n3ccccc3nc2n(-c2ccc(Cl)cc2)c1=O	-9	3	-2	-0.8	4.0	/	-0.7	-3.6	-1	2
COC(=O)c1ccc(-n2ccnc2)cc1	31	-5	-23	1.0	4.4	-1	0.3	3.3	-1	23
CC1C(=O)N2CCCc3cc(S(=O)(=O)N4CCCCC4)cc1c32 (centres undefined)	7	1	14	-2.0	4.2	-3	0.9	-0.6	3	-14
CCn1c(SCC(=O)OCC(=O)N2c3ccccc3NC(=O)C2(C)C)nnc1-c1ccco1	/	-7	-19	1.5	1.7	-6	-4.4	-2.7	-9	19
O=C(NCc1cccs1)C(Cc1ccccc1)n1cccc1 (centres undefined)	/	0	-19	1.3	3.8	/	-1.1	0.2	-5	19
CSc1nc2ccc(S(=O)(=O)N3CCCC3)cc2s1	-7	/	-6	-0.8	0.6	-1	/	-2.6	11	6
Cc1cc(C(=O)COC(=O)c2ccc(O)cc2)c(C)n1CC1CCCO1 (centres undefined)	23	1	27	-0.3	3.8	-2	-3.0	1.8	14	-27
O=C(CSc1nnc(Cc2cccs2)n1C1CCCCC1)N1CCCc2ccccc21	-2	/	35	-3.4	0.4	1	-2.0	0.9	13	-35
Cn1nnnc1SCc1nc2ccccc2s1	/	/	6	1.5	2.0	/	0.3	3.8	-4	-6
CCN(C(=O)CSc1nnc(-c2c[nH]c3ccccc23)n1C1CC1)C1CCS(=O)(=O)C1 (centres undefined)	1	-2	-1	-0.7	7.4	-4	-0.4	-0.8	-1	1
C/C(=N\NC(=O)Cc1csc(N2CCOCC2)n1)c1ccc(Cl)c(Cl)c1	-5	-1	27	-0.5	0.3	-1	-0.5	-0.3	-3	-27
CCOC(=O)N1CCN(c2nc(-c3ccc(F)cc3)cs2)CC1	/	-6	3	-2.2	3.4	-3	-1.4	1.7	5	-3
S=C(NNc1ccc2ccccc2c1)NC1CCCCC1	-15	/	2	-1.5	4.6	14	0.4	1.4	2	-2
Cc1cccc(N2CCN(C(=O)CCCn3c(=O)c4cccn4c4cccnc43)CC2)c1C	0	-2	56	-1.0	3.3	-3	-3.4	1.5	5	-56
Nc1nnc(C(=O)c2ccccc2N)s1	11	0	2	0.3	/	/	-2.8	1.0	-5	-2
COC(=O)CSc1nnc(CNC(=O)Cc2ccccc2)n1C	-2	-2	-17	1.1	1.3	2	0.1	1.9	-2	17
Cc1cc(C)cc(-n2c(C)cc(C(=O)CSc3nnnn3C)c2C)c1	16	/	25	-0.7	0.7	0	-1.1	1.6	3	-25
Cc1ccc(S(=O)(=O)NCCOCCNS(=O)(=O)c2ccc(C)cc2)cc1	-3	0	-16	-0.2	2.9	-1	-0.7	0.3	14	16
O=C1CSC(c2ccccc2)N1c1nc(-c2ccc(Cl)cc2Cl)cs1 (centres undefined)	3	-1	14	0.8	/	-5	/	1.9	-9	-14
CC(=O)N/C(=C\c1ccc(F)cc1)C(=O)NC(C(=O)O)C(C)C (centres undefined)	21	-1	-3	-0.2	3.4	5	-0.6	-1.4	5	3
O=C(Nc1cccnc1)c1cnn2c(C(F)F)cc(C3CC3)nc12	0	1	4	-0.8	1.0	-7	/	3.6	4	-4
Cc1ccc(CN2CCC(n3nccc3NC(=O)CCOc3ccccc3)CC2)o1	4	1	-13	-2.4	0.6	-1	-0.9	0.5	-2	13
COC(=O)c1ccccc1NC(=O)/C=N/O	-1	0	-7	0.3	1.1	-6	-3.7	0.6	3	7
O=C(NCCc1cccc(F)c1)C1CCC(=O)N(C2CCCCCC2)C1 (centres undefined)	9	1	17	/	0.6	/	-0.6	/	0	-17
Cc1cc(C)c(NC(=O)/C(=C/c2ccco2)c2ccccc2)c(C)c1	/	-5	13	-0.7	0.8	7	-2.0	1.9	8	-13
CCOc1ccc2ccccc2c1C(=O)N[C@@H]1C(=O)N2[C@@H]1SC(C)(C)[C@@H]2C(=O)O	14&-8	2&-4	8&39	0.1&-1.5	2.2&2.6	-3&7	-2.5&-0.5	-0.2&-3.0	6&-14	-8&-6
COc1ccc(/C(=N\O)c2ncc(C(F)(F)F)cc2Cl)cc1	-3	/	2	-0.8	3.8	-17	-5.3	1.4	-2	-2
Cc1cc(N=Nc2ccc(Cl)cc2)cc(CN2CCOCC2)c1O	-1	1	47	-3.3	-2.1	/	0.8	-2.5	7	-47
Cc1ccsc1C(=O)C1CCCN(Cc2cn(C)nc2-c2ccccc2)C1 (centres undefined)	-6	-3	-6	-0.6	4.6	2	-0.7	0.7	0	6
COc1ccc(NC(=O)CN(C)CC(=O)c2c(C)[nH]c3ccccc23)cc1	6	5	26	-1.4	0.9	-10	-2.3	1.8	-4	-26
Cc1nn(-c2ccc(F)cc2)c(Cl)c1/C=C(\CC(=O)O)c1nc2ccccc2s1	1	1	0	-2.5	2.4	/	-2.3	0.6	1	0
Cc1ccccc1C(=O)/C=C1/c2ccccc2CC(C)(C)N1C	-4	/	-6	0.1	1.4	0	/	-0.2	7	6
CC(=O)Oc1ccc(C(=O)Nc2cccc(NC(=O)c3ccco3)c2)cc1	-3	1	24	-0.8	-0.1	-6	-5.0	2.6	-2	-24
O=C(CCCCCn1c(=S)[nH]c2ccccc2c1=O)NCc1ccc2c(c1)OCO2	-18	-2	-1	-1.1	2.0	-3	-1.6	3.8	-4	1
COCCCn1c(O)c(/C=C2\N=C(C#N)C(=Nc3ccc(C)cc3)O2)sc1=S	/	4	51	-1.1	0.0	0	0.3	0.1	2	-51
CC12CCC(C)(O1)C1C(=O)N(c3nccs3)C(=O)C12 (centres undefined)	2	-5	-2	/	3.0	19	-0.6	/	-1	2
